# Assay outcomes from PubChem BioAssay.
# PfHsp90 yeast 2: reduces growth (ATP signal) of yeast expressing P. falciparum Hsp90. inhibition, % at 9.4 µM. AID 504621. S. cerevisiae expressing PfHsp90, BacTiter-Glo ATP, 48 h; yeast lacking PDR1 and PDR3 efflux regulators. 0.32% of 310,000 active;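 active = every replicate shows inhibition above about 80%, whatever the replicate mean, limit read from the data; inconclusive = mean inhibition reaches the set limit but some replicate falls short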;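 note: 0% = DMSO neutral controls and 100% = 20 µM radicicol positive controls; yeast relying on Plasmodium falciparum Hsp90 in place of its own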
# Rtt109 Vps75: blocks Candida albicans Rtt109/Vps75 acetyltransferase activity | Q5AAJ8 | purified Rtt109/Vps75, ThioGlo CoA-SH fluorescence, 4 h | inhibition, % at 34.9 µM | 0.16% of 330,000 active;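 active = inhibition of at least 50% in every replicate; inconclusive = best replicate reaches 50% inhibition but some replicates fall short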
# Target sequence (Q5AAJ8 whole entry, looked up): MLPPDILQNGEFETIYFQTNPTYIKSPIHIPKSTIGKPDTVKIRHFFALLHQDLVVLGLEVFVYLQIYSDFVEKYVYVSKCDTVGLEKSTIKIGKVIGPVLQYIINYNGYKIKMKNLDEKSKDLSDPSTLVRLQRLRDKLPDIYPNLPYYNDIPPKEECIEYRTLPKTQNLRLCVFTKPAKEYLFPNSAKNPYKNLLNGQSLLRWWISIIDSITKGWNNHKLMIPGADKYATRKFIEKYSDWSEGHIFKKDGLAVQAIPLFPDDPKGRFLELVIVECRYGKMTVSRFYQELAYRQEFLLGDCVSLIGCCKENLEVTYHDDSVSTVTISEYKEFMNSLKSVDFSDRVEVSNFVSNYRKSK
# PvdQ acylase: blocks Pseudomonas aeruginosa PvdQ acylase activity; 0.063% of 340,000 active; inhibition, % at 10 µM; AID 488965; purified PvdQ acylase, fluorescence plate reader; in the data active = inhibition above about 30%, passing the limit was not always enough; inconclusive = no clear call, values can overlap the other calls;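 note: 0% = vehicle neutral wells and 100% = reference inhibitor wells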
# Ecoli viability: bacterial growth inhibition, counter-screen for AddAB inhibitors; E. coli V3065 growth, OD600 absorbance, 18 h; inhibition, % at 11.9 µM; 0.27% of 330,000 active;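 active = inhibition above the campaign's mean inhibition across all tested compounds plus 3 SD, cut at about 9.9% in these data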;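 note: uninfected addAB+ strain grown without phage in ampicillin broth; 0% = DMSO wells and 100% = ciprofloxacin 0.95 µg/ml wells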
# Tat transport: blocks Tat-dependent protein export in E. coli | 0.036% of 340,000 active | AID 488895 | inhibition, % at 10 µM | E. coli MC4100 TorA-mCherry Tat export, fluorescence;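 active = mean replicate inhibition at least 50% and at least half of replicates individually reaching 50%; inconclusive = only one of the two criteria met; inactive = neither criterion met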;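 note: exported cargo escapes ClpAP degradation while cytoplasmic cargo is degraded and loses fluorescence; 0% = median of neutral control wells and 100% = median of NaSCN control wells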
# DAGLB inh: diacylglycerol lipase beta (human) inhibition. Q8NCG7. HEK293T DAGLB membrane lysate, EnzChek fluorogenic substrate. inhibition, % at 5.17 µM. 0.059% of 340,000 active; in the data active = inhibition above about 34%;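 note: 0% = enzyme with vehicle and 100% = wells lacking enzyme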
# Target sequence (Q8NCG7 whole entry, looked up): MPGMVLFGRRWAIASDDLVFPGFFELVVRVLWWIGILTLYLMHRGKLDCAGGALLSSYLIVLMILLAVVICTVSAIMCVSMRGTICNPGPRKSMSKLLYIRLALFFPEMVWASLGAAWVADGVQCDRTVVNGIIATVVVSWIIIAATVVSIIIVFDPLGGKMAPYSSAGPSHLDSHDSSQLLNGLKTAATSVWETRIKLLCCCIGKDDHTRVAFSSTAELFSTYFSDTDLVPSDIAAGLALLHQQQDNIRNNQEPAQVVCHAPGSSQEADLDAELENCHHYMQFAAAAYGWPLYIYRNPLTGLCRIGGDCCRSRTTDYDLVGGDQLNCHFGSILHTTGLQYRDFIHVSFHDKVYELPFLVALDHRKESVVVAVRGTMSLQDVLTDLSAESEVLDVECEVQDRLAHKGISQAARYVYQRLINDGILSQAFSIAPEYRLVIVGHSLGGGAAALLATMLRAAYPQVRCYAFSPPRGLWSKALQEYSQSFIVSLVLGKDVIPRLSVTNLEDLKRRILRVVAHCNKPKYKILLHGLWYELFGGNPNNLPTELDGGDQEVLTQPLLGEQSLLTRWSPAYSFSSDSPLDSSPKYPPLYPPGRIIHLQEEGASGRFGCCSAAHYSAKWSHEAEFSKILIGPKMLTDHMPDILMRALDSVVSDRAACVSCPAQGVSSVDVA
# AddAB inh: less growth of phage-infected E. coli with AddAB | 0.29% of 330,000 active | E. coli expressing H. pylori AddAB, absorbance growth | inhibition, % at 11.9 µM; in the data active = inhibition above about 12%;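 note: 0% = vehicle wells of infected cells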
# CAL PDZ inh: blocks peptide binding to human CAL PDZ domain | Q9HD26 | purified CAL PDZ, TMR-peptide fluorescence polarization, 1 h | inhibition, % at 20 µM | 0.02% of 330,000 active | AID 504414;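 active = highest replicate inhibition of at least 40%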;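 note: plate controls were DMSO neutral control wells for no effect and unlabeled competitor peptide control wells for full effect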
#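 Control set: unlabelled peptide and DMSO controls / Material: purified CerCALP PDZ construct / Timing: 1 h incubation at room temperature before polarization reading / Doses: 20 µM, one dose / Detection: fluorescence polarization (mP)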
# phage Ecoli inh: E. coli growth loss with phage present; AID 651602; growth absorbance; inhibition, % at 11.9 µM; 0.26% of 360,000 active; in the data active = inhibition above about 11%
# Wnt act: activates Wnt/beta-catenin signaling in a reporter cell assay | activator, plate reader | activation, % at 9.35 µM | 1.2% of 300,000 active | AID 743398; in the data active = activation above about 30%, passing the limit was not always enough; inconclusive = no clear call, values can overlap the other calls;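 note: 0% = neutral control wells and 100% = positive control wells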
# An asterisk follows results filed as active; i = inactive; ? = inconclusive; / = not tested or not shown.
molecule	PfHsp90 yeast 2	Rtt109 Vps75	PvdQ acylase	Ecoli viability	Tat transport	DAGLB inh	AddAB inh	CAL PDZ inh	phage Ecoli inh	Wnt act
COC(=O)c1sccc1NC(=O)c1c(-c2ccccc2)noc1C	-4	1	-1	1.2	0	-6	4.5	-2.3	1.0	/
NC(=O)NC(=O)CSc1nc(C2CCCCC2)n(-c2ccccc2)n1	4	0	-11	0.9	-11	-1	1.4	-0.7	4.3	-2
Cc1ccc(C)n1-c1ccc(-c2nnco2)cc1	-18	1	-9	2.5	6	-1	0.7	-1.6	/	/
N#C/C(=C\c1c[nH]c2ccc(Br)cc12)c1ccccn1	-5	-1	-12	0.8	-3	-5	-1.0	/	1.7	-1
CCn1c(CC(=O)Nc2ccc(F)cc2)nnc1SCC(=O)N1CCOCC1	-7	1	-8	0.2	2	3	1.3	0.3	-1.8	0
CCN(CC)CCNC(=O)c1ccc(Cl)c(S(=O)(=O)Nc2ccccc2OC)c1	13	-2	-16	-1.7	11	1	2.8	-1.4	-0.2	/
CCC1CCCCN1CCCNC(=O)c1ccc2c(c1)N(Cc1ccc(F)cc1)C(=O)c1ccccc1S2=O (stereo not given)	7	/	1	1.7	6	-2	4.4	-3.7	2.5	-1
CC(C)c1ccc(Oc2cccc3c2S(=O)(=O)N(C2CCCC2)CC(COCc2ccccc2)O3)cc1 (stereo not given)	-10	3	-6	/	6	-9	/	-0.8	1.6	-9
CC1CCCC(C)N1C(=O)COc1ccc(C(=O)Nc2ccccc2N2CCOCC2)cc1 (stereo not given)	/	0	-10	-0.8	5	-1	0.4	-0.9	0.9	-1
CCOC(=O)CNc1cccc(C(F)(F)F)c1	-28	-3	-15	-0.3	3	-1	2.6	-0.3	2.0	-2
COc1ccc(O)c(C(=O)c2cnc3c(c2)c(=O)[nH]c(=O)n3C)c1	27	2	-20	1.6	-5	0	-0.6	-1.9	4.0	-4
Cn1c(=O)c(=O)n(C)c2cc(S(=O)(=O)N3CCCCC3)ccc21	/	-1	-3	2.1	-10	-1	0.0	-1.2	3.0	/
Cc1c(C)c2cc(Cl)c(O)c(CN(C)C)c2oc1=O	-46	i	-15	0.8	8	-2	0.7	-0.5	3.0	-2
O=c1oc2c3c4c(cc2c2c1CCC2)OCCN4CCC3	-18	-147	-20	-0.2	-5	0	0.2	-3.8	0.3	4
CSc1ccccc1-c1nc(-c2ccncc2)no1	-15	4	9	-0.6	4	-11	0.4	-2.8	0.6	?
O=S(=O)(c1ccc2ccccc2c1)N1CCN(Cc2ccccn2)CC1	-7	-2	-7	-4.0	-2	-2	0.0	-2.3	0.4	0
O=C(COC(=O)C1(c2ccccc2)CC1)NNC(=O)c1ccccc1	-7	4	-4	-1.1	-7	1	1.9	-2.4	3.5	0
O=C(CC(NS(=O)(=O)c1ccc(Cl)cc1)c1ccco1)N1CCc2ccccc21 (stereo not given)	2	-7	-11	-0.2	-2	0	1.4	-1.7	2.6	-3
CC(=O)CCC(=O)OCC(=O)c1ccc(C(F)(F)F)cc1	14	4	-9	0.0	-12	-1	2.1	-0.7	5.1	0
CC1CCN(Cc2cc(=O)oc3cc4c(cc23)CCCC4)CC1	23	-2	-15	-1.6	-4	0	-1.1	-0.6	2.7	8
COc1ccc(/C=C(/NC(=O)c2ccc(C)cc2)C(=O)NCC2CCCO2)cc1 (stereo not given)	-4	/	13	1.6	3	0	1.9	0.7	2.2	-1
CN=C1SC(CC(=O)Nc2c(C)cccc2C)C(=O)N1/N=C/c1cccs1 (stereo not given)	26	-16	-11	-2.3	0	-1	0.8	-1.4	-0.6	0
COc1cccc(OCCOCCN(C)CCO)c1	0	1	-7	-0.7	2	-5	-2.4	-0.9	2.8	/
Cn1cccc1C(=O)NCc1ccc(Cl)cc1	24	-3	-5	2.1	-7	-2	-1.2	-6.6	1.1	-2

# As entered above.
# Value of `CC1CCN(Cc2cc(=O)oc3cc4c(cc23)CCCC4)CC1` in Ecoli viability: -1.6
# Value of `COc1cccc(OCCOCCN(C)CCO)c1` in PvdQ acylase: -7

# The list continues.
molecule	PfHsp90 yeast 2	Rtt109 Vps75	PvdQ acylase	Ecoli viability	Tat transport	DAGLB inh	AddAB inh	CAL PDZ inh	phage Ecoli inh	Wnt act
Cc1cc(O)c(/C=N/Nc2cccc(Cl)c2)c(=O)o1	26	2	-19	-2.4	3	2	1.2	1.8	3.5	/
COc1cc(Cc2ccc(N)c(OC)c2)ccc1N	-22	-6	-9	0.9	1	0	3.1	-2.2	1.0	3
O=C(Nc1ccccc1)c1nc[nH]c1C(=O)NCc1ccccc1	4	-3	-1	-1.1	-16	-2	-3.4	-2.0	1.9	-3
N#Cc1ccc(CSc2nnc(Nc3ccccc3)s2)cc1	1	-2	4	0.3	3	-2	-2.7	-1.1	3.8	-6
CCOc1ccccc1CNc1nc2nc3c(c(=O)n2[nH]1)CCC3	9	3	3	1.1	-6	1	3.2	0.9	2.1	-1
Cc1cccc(N2CCN(Cc3cc(=O)n4ccsc4n3)CC2)c1C	-2	-2	-3	0.8	-8	0	3.2	-1.4	0.7	/
Cc1ccc(SCC(=O)n2nc(C)cc2C)cc1	-35	1	-13	-0.5	-3	2	3.8	0.4	3.0	-2
COc1ccc(NS(=O)(=O)c2ccc3c(c2)NC(=O)CC(=O)N3)cc1OC	17	14	9	-0.5	-2	3	2.4	-0.8	1.0	0
COc1ccc(C(=O)Nc2cc(OC)cc3cccnc23)cc1	-49	5	-8	0.9	-2	-9	0.7	-2.7	2.1	7
COc1cccc2sc(Nc3nc(-c4ccncc4)cs3)nc12	-32	10	-14	-2.8	-4	0	-3.6	-2.3	2.4	0
CCCC(=O)Nc1ccc(Cl)c(NC(=O)c2ccc([N+](=O)[O-])cc2Cl)c1	11	11	-13	-1.0	-4	3	2.8	-2.3	4.5	/
CC(=O)c1ccc(S(=O)(=O)NC2CC(=O)N(c3cccc(F)c3)C2)cc1 (stereo not given)	-8	-30	-5	1.1	1	0	0.4	-1.7	1.5	0
COc1ccc(NC(=S)N(CCN(C)C)Cc2cccs2)cc1	1	16	5	-0.8	-2	-1	-0.5	1.3	3.2	-1
Cc1cc(=O)[nH]c(SCC(=O)Nc2ccccc2[N+](=O)[O-])n1	8	3	-9	1.5	4	-2	0.3	-0.2	-2.3	5
O=C(O)c1ccc2c(c1)C(=O)N(c1ccc(C(=O)OCC(=O)c3ccccc3)cc1)C2=O	27	-1	2	-0.3	-1	-5	4.3	-1.1	2.5	47*
O=C(O)c1ccc(CNCc2cccc(OCc3ccc(F)cc3)c2)cc1	-5	-3	3	-2.7	5	0	-3.0	1.1	-1.5	2
Cc1sc(NC(=O)c2ccco2)c(C(Nc2ccccn2)c2ccccc2)c1C (stereo not given)	-14	0	-1	2.4	1	0	4.1	21	1.6	/
Cc1ccc(S(=O)(=O)N2CCN(C(=O)N(C)C)CC2)cc1C	23	5	-9	-0.8	-8	-1	1.9	0.2	2.4	/
Cc1ccc(N(CN2CCCC2=O)C(=O)c2ccc(OC(C)C)cc2)cc1	/	0	-14	2.5	-5	-1	-0.5	-0.9	2.3	/
OCCC1CN(Cc2cccc(OC3CCCC3)c2)CCN1Cc1ccsc1 (stereo not given)	-19	-5	-15	1.2	2	-5	1.5	0.0	2.0	-1
CC(C)(C)N1C(=O)[C@H]2[C@@H](c3ccc(Br)cc3)N3C(=O)N(c4cccc(Br)c4)C(=O)[C@@]3(Cc3ccccc3)[C@H]2C1=O	-9	-6	-9	0.2	-6	-23	0.9	-2.3	/	/
O=C1C(Cl)=C(NS(=O)(=O)c2ccc([N+](=O)[O-])cc2)C(=O)c2ccccc21	-12	?	-13	-2.3	-2	27	-1.7	0.6	4.5	-1
O=C(N/N=C/c1ccc[nH]1)c1ccccc1OCc1ccccc1Cl	0	-7	-5	-2.3	-2	4	0.7	-0.1	4.8	2
O=C(Nc1nnc(-c2cc(Cl)ccc2Cl)o1)C1=COCCO1	5	3	-5	0.4	-5	3	-0.8	-0.6	-0.3	1
O=C(CC1Sc2ccccc2NC1=O)NCc1ccccc1 (stereo not given)	5	-15	-18	3.5	-6	0	-1.5	-4.4	3.3	4
O=C(NNC(=O)c1cc2ccccc2cc1O)c1cccs1	5	1	-6	0.6	-8	7	1.9	-3.9	2.8	5
Cc1ccc(SCc2nn(C)c(Cl)c2C=O)cc1	-14	-1	-7	3.3	5	-5	1.2	-0.8	3.6	6
CCN(C(=O)c1ccc(NC(=O)c2ccco2)cc1)c1ccccc1	0	-5	-11	/	4	1	/	-1.0	3.0	-3
N#Cc1ccc(-c2ccc(F)cc2)nc1Oc1ccc(Cl)c(Cl)c1	-50	-24	-5	-1.9	4	-1	0.7	1.9	4.4	/
COc1ccccc1N1C(=N)S/C(=C\c2ccc(-c3ccccc3C(=O)O)o2)C1=O	9	23	9	-1.9	-5	3	2.7	-3.9	2.8	-3
CC1(C)C(=O)Nc2ccccc2N1C(=O)COC(=O)CSc1ccc(F)cc1	31	4	-23	-1.9	7	1	-1.4	-3.6	4.2	-2
Cc1cccc(C2Nc3ccccc3C(=O)N2c2ccccc2)n1 (stereo not given)	-1	8	-8	0.2	-10	-1	3.4	0.7	2.0	0
CCOC(=O)c1c(NC(=O)C[n+]2ccc(Cc3ccccc3)cc2)sc(C)c1C	-21	?	-11	-0.4	13	0	3.8	-2.0	4.5	-1
CCOC(=O)C1NN=C(C(=O)c2ccccc2)C1c1ccccc1 (stereo not given)	-3	-7	-10	0.7	-8	-3	-1.0	-0.2	4.4	-1
Cc1c(NC(=O)CSc2nnc(-c3ccco3)n2-c2ccccc2)c(=O)n(-c2ccccc2)n1C	-44	11	-9	-1.2	-3	1	-0.6	-0.1	1.5	/
COc1ccc(N2CCN(S(=O)(=O)CCNC(=O)COc3cccc(OC)c3)CC2)cc1	-39	-9	-8	-1.5	-5	2	3.9	-1.4	3.1	-2
O=C(CSc1nc(-c2ccccc2Cl)ns1)NCc1ccc2c(c1)OCO2	18	-4	-24	-0.7	-4	-3	2.1	-3.4	1.5	/
NS(=O)(=O)c1ccc(NC(=O)NC2CC(=O)N(c3ccc4c(c3)OCCO4)C2)cc1 (stereo not given)	-8	2	-13	2.9	-8	2	2.4	-2.4	2.2	-1
Brc1ccc(C2=Nn3c(Cn4nnc5ccccc54)nnc3SC2)cc1	/	/	/	1.6	/	/	2.2	/	2.2	-2
CCCCCC/C=N/Nc1nnc(Cc2ccc(OC)c(OC)c2)c(=O)[nH]1	34	2	-3	3.4	2	-3	2.4	-0.4	1.3	-2
Cc1cccc(OCC(=O)N(Cc2ccc(F)cc2)C2CCS(=O)(=O)C2)c1C (stereo not given)	5	-3	4	0.1	6	-3	-2.7	-2.4	1.1	3
CCOC(=O)C(C)Oc1ccc2c(C)cc(=O)oc2c1C(C)=O (stereo not given)	21	-10	7	-0.3	-10	-2	1.7	0.8	1.9	/
Cc1c(/C=N/Nc2ccc(C(=O)O)cc2)c2ccccc2n1C	-10	-1	10	3.1	5	3	0.8	-3.7	2.5	2
